Screens from PubChem BioAssay.
Pf growth 48h – Primary qHTS for delayed death inhibitors of the malarial parasite plastid, 48 hour incubation; P. falciparum luciferase growth in erythrocytes, 48 h; Potency, µM (top dose mostly 28.7 µM), for the others: at the top dose activity change, negative = inhibition, usual class: inhibitors; 310,000 compounds, 5.9% hits; AID 504832, 2011; also: potency is read from the fitted curve at half-maximal effect; % is scaled to controls: 0 for no effect and ±100 for the full control effect
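Luciferase-expressing P. falciparum in infected erythrocytes (2% hematocrit, 0.1% parasitemia final) in RPMI 1640/0.5% Albumax were exposed to compound for 48 hours at 37 C, 5% CO2; growth read as luminescence.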
Shiga toxin inh – A qHTS for Small Molecule Inhibitors of Shiga Toxin; Vero cells, Shiga toxin protein synthesis inhibition reporter; inhibition, % at 38.7 µM; 290,000 compounds, 9.2% hits; in the data active = inhibition mostly above about 28%, no sharp cut-off; inactive = mostly below about 43%; also: 0% is about no effect
FBPA Giardia inh – qHTS Assay for Inhibitors of Fructose-1,6-bisphosphate Aldolase from Giardia Lamblia | Potency, µM (titrated, usually from 59.6 µM), without a hit: at the top dose activity, negative = inhibition, usual class: inhibitors | 290,000 compounds, 0.71% hits | purified Giardia FBPA | A8B2U2; also: potency is read from the fitted curve at half-maximal effect; % is scaled to controls: 0 for no effect and ±100 for the full control effect; nearly all actives have a fitted effect of over 55% in size
Target sequence (A8B2U2 whole entry, looked up): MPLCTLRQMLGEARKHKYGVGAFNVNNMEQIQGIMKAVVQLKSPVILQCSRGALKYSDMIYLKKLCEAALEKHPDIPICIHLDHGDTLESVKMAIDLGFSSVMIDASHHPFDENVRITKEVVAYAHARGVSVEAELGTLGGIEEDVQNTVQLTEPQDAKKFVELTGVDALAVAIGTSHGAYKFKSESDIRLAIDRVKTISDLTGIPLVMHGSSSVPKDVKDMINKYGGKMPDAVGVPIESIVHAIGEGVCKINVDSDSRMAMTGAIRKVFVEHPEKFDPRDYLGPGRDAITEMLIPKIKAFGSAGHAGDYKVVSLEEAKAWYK
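40 nM FBPA preincubated 10 min at RT with compound (up to 57.5 uM final), then substrate plus GAPDH/TPI/NAD/arsenate coupling and diaphorase/resazurin added. Fluorescence read after 20 min at RT, 525/598 nm.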
Cycloheximide cs – Cycloheximide Counterscreen for Small Molecule Inhibitors of Shiga Toxin. max response, %. 300,000 compounds, 12% hits. cell reporter, cycloheximide protein synthesis inhibition counterscreen; in the data active = max response mostly above about 13%, no sharp cut-off; inactive = mostly below about 14%; also: read at 38.3 µM for the half of the compounds with a filed dose; 0% is about no effect
HCV inhibitor – qHTS Assay for Inhibitors of Hepatitis C Virus (HCV); Huh7.5.1 HCVcc-Cre infection, luciferase reporter, 44 h; Potency, µM (highest dose often 41.8 µM), for inactives: at the highest dose activity change, negative = inhibition, most hits filed as inhibitors; AID 651820, 2012; 340,000 compounds, 3.4% hits; also: potency is read from the fitted curve at half-maximal effect; % is scaled to controls: 0 for no effect and ±100 for the full control effect
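After 44 h co-culture of compound, cells and HCVcc-Cre (~0.5 moi), substrate is added for 15 min at room temperature and luciferase measured over 15 sec. Cells were seeded at 1,000/well and pre-cultured 4 h.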
Pf growth 96h – Primary qHTS for delayed death inhibitors of the malarial parasite plastid, 96 hour incubation | P. falciparum luciferase reporter growth, 96 h | Potency, µM (titrated, usually from 28.7 µM), for the others: at the top dose activity change, negative = inhibition, actives largely listed as inhibitors | 320,000 compounds, 6.9% hits; also: potency is read from the fitted curve at half-maximal effect; % is scaled to controls: 0 for no effect and ±100 for the full control effect
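Delayed-death screen, second-generation endpoint: infected erythrocytes, 2% hematocrit, 0.05% parasitemia final; 96 hours at 37 C, 5% CO2; luciferase detection reagent; luminescence decrease equals reduced growth.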
An asterisk follows results filed as active; ? = inconclusive; nt = no result given; [ ] = dose if it differs, or a comment. Unless noted, calls follow the shape of the dose curve; as a rule, active = well fitted curve in the direction sought with a large enough effect; inconclusive = small, poorly fitted or top-dose-only effect, or another doubt; inactive = no such curve, though single readings can be large; an effect the other way counts as inactive or inconclusive.

SMILES	Pf growth 48h	Shiga toxin inh	FBPA Giardia inh	Cycloheximide cs	HCV inhibitor	Pf growth 96h
S=C(NC1CC1)NC1CCCc2ccccc21 (configuration not stated)	-19%	-11	-4%	1	3%	?
O=C1NC(=O)/C(=C/c2cccc(O)c2)N1	40%[activator]	-3	-10%	4	3%	62%[activator]
CCC(C)Nc1nc2c(c(=O)[nH]c(=O)n2C)n1CCC(C)C (configuration not stated)	?	5	-6%	3	?	3%[5.75 µM]
CCOC(=O)/C(C#N)=C/c1cn(CCC(=O)O)nc1-c1ccc(OC)cc1	-21%	-4	20%	0	8%	?
O=C(NC12CC3CC(CC(C3)C1)C2)N1CCN(C(=O)c2ccco2)CC1	35%[activator]	10	0%	28	17%	-1%
CCc1ccc(NC(=O)Cn2nc(C)c([N+](=O)[O-])c2C)cc1	3%	-4	1%	-3	-15%	11%
CC(C)(C)NC(=O)c1ccc(NC(=O)c2ccccc2-c2ccccc2C(=O)O)cc1	?	-10	2%	1	2%	?
COc1ccc(/C=N/NC(=O)c2c(C)n(C)c3ccc(OC)cc23)c(OC)c1	14%	-7	0%	-2	0%	-5%
Cc1cccc(C(=O)NCC(=O)OCC(=O)NCCNC(=O)COC(=O)CNC(=O)c2cccc(C)c2)c1	-1%	nt	nt	nt	-3%	39%[activator]
CC(=O)N1c2ccc(Cl)cc2C2OCCC2C1c1ccco1 (configuration not stated)	?	10	-1%	0	10%	?
COc1ccc(N2CCN(C(=S)Nc3ccc(C)cc3C)CC2)cc1	33%[activator]	0	2%	-1	20%	-12%
CSc1cc(C)c(OCC(=O)Nc2c(C)nn(C)c2C)c(C)c1	?	-13	nt	8	?	?
CCOC(=O)c1ccc(CN(Cc2ccccc2)S(=O)(=O)c2cccc([N+](=O)[O-])c2)cc1	0%	-12	1%	-2	-7%	9%
Cc1cccc(NS(=O)(=O)c2cccs2)c1	nt	-4	-15%	-3	-9%	37%
Cc1cnc(NC(=O)c2cc3c(C)nn(-c4ccccc4)c3s2)s1	6.6µM*	12	26%	8	?	?
Cc1csc(CN(C)C(=O)CC2C(=O)NCCN2Cc2ccc(F)cc2Cl)n1 (configuration not stated)	2%	-8	nt	-2	1%	75%[activator]
c1ccc2c(c1)OCC(c1nnc3sc(-c4ccc5c(c4)OCO5)nn13)O2 (configuration not stated)	25%	31	6%	8	-15%	36%[activator]
N#Cc1ccccc1OCC(=O)OCC(=O)N1CCN(C(=O)c2ccco2)CC1	1%	26	1%	2	15%	38%[activator]
N#CCCN(C(=S)NC(=O)c1cccs1)c1ccccc1F	?	nt	nt	nt	-10%	15%
CC(=O)CCC(=O)OCC(=O)Nc1ccc(SC(F)F)cc1	31%[activator]	-2	0%	2	5%	-2%
CC(C)(C)c1cc(C(=O)N/N=C/c2ccc(F)cc2)n(-c2ccccc2)n1	?	-8	-2%	-2	?	?
Cc1cccc2sc(NC(=O)[C@@H]3CCCN3C(=O)c3cccs3)nc12	5%	14	-4%	0	-6%	22%
CC1=CC(=C(C#N)c2nc3ccccc3s2)C=C(C)N1c1ccc(F)cc1F	7%	21	-18%	12*	?	11%
NS(=O)(=O)c1ccc(NC(=O)c2c(Cl)cccc2Cl)cc1	49%[activator]	-4	-10%	-3	3%	5%
O=C(CN1C(=O)NC2(CCCCC2)C1=O)N1CCN(S(=O)(=O)c2cccc(F)c2)CC1	0%	-10	nt	-2	10%	?
CC(=O)Oc1ccc(Oc2ccc(-c3noc(C)n3)cc2)cc1	61%[activator]	83*	-10%	32*	?	nt
C[C@@H](NC(=O)Cn1ccc(N)nc1=O)c1cccc2ccccc12	43%[activator]	nt	nt	nt	2%	8%
Cc1cc2c(sc3ccccc32)c(C)n1	26%	39	-6%	8	?	26%
COc1ccc(CCN(Cc2cc3cc4c(cc3[nH]c2=O)OCO4)C(C)=O)cc1OC	16%	-4	0%	-1	nt	1%
O=c1c(-c2ccc(Cl)cc2)coc2c(CN3CCOCC3)c(O)ccc12	8.3µM*	23	2%	17	-13%	10µM*
CCc1ccccc1NC(=O)COc1ccc(C(=S)N2CCCC2)cc1	?	2	-3%	-2	10%	47%[activator]
O=C(C[n+]1ccc(C(=O)c2ccccc2)cc1)Nc1ccc(C(F)(F)F)cc1	?	-9	-22%	10	2µM*	-20%
CCOC(=O)N1CCN(C(=O)c2ccc3c(=O)n(CC4CCCO4)c(=S)[nH]c3c2)CC1 (configuration not stated)	4%	-9	-10%	4	-13%	?
COc1ccc2occ(C(C)=O)c2c1	nt	-1	0%	-1	-5%	?
O=C1C2C3c4ccccc4C(c4ccccc43)C2C(=O)N1c1nc(-c2ccccc2)cs1 (configuration not stated)	-5%	-15	-2%	-2	0%	7%
CCOC(=O)CCNC(=O)N1CCCC(C(=O)c2cccc(OC(C)C)c2)C1 (configuration not stated)	10%	-2	14%	-3	-31%	?
c1ccc(CCCN2CCN(c3ccccn3)CC2)cc1	26%	3	?	7	5%	-24%
CC(=O)Nc1ccc(S(=O)(=O)NCc2ccc(C(=O)NCCN3CCCCCC3)cc2)cc1	35%[activator]	-5	6%	-2	6%	32%[activator]
CC(C)(C)OC(=O)C(C)(C)O/N=C(\C(=O)O)c1csc(N)n1	-2%	17	-7%	-2	9%	13%
Cc1ccc(C)c(-c2csc(NC(=O)c3c(C)noc3C)n2)c1	?	nt	nt	nt	?	?
Cc1cccc(N2C(=O)CC(N3CCN(c4ccccc4)CC3)C2=O)c1 (configuration not stated)	16%	14	1%	-4	15%	nt
Cc1nnc(SCC(=O)Nc2cccc([N+](=O)[O-])c2)n1CC1CCCO1 (configuration not stated)	19%	-1	nt	-11	17%	18%
CCCNC(=O)C1CCN(S(=O)(=O)c2cccs2)CC1	27%	1	6%	8	22%	26%
C#Cc1ccc([C@H]2C=C(C(=O)N3CCOCC3)O[C@@H](OCc3ccc(CO)cc3)C2)cc1	?	-7	5%	-2	18%[8.37 µM]	?
CCOC(=O)c1[nH]c(COC(=O)C2CC(=O)N(Cc3ccccc3)C2)c(C(=O)OCC)c1C (configuration not stated)	-15%	8	-3%	2	?	24%
CCc1ccccc1NC(=O)CN(C)C(=O)Cn1cnc2ccc(Cl)cc2c1=O	-17%	nt	nt	nt	6%	?
CN(C)C(=O)CCCCCCCCC(=O)N(C)C	8%	-3	7%	-2	15%	2%
COC(=O)c1c(NC(=O)CSc2nnc(-c3ccco3)n2C)sc(C)c1C	?	18	6%	-2	-14%	-8%

Some entries already given, showing only Cycloheximide cs and HCV inhibitor.
smiles | Cycloheximide cs | HCV inhibitor
CC(=O)Nc1ccc(S(=O)(=O)NCc2ccc(C(=O)NCCN3CCCCCC3)cc2)cc1 | -2 | 6%
CC(C)(C)OC(=O)C(C)(C)O/N=C(\C(=O)O)c1csc(N)n1 | -2 | 9%
Cc1ccc(C)c(-c2csc(NC(=O)c3c(C)noc3C)n2)c1 | nt | ?
Cc1cccc(N2C(=O)CC(N3CCN(c4ccccc4)CC3)C2=O)c1 (configuration not stated) | -4 | 15%
Cc1nnc(SCC(=O)Nc2cccc([N+](=O)[O-])c2)n1CC1CCCO1 (configuration not stated) | -11 | 17%
CCCNC(=O)C1CCN(S(=O)(=O)c2cccs2)CC1 | 8 | 22%
C#Cc1ccc([C@H]2C=C(C(=O)N3CCOCC3)O[C@@H](OCc3ccc(CO)cc3)C2)cc1 | -2 | 18%[8.37 µM]

The main list resumes, repeating the two entries before the break.
SMILES	Pf growth 48h	Shiga toxin inh	FBPA Giardia inh	Cycloheximide cs	HCV inhibitor	Pf growth 96h
CN(C)C(=O)CCCCCCCCC(=O)N(C)C	8%	-3	7%	-2	15%	2%
COC(=O)c1c(NC(=O)CSc2nnc(-c3ccco3)n2C)sc(C)c1C	?	18	6%	-2	-14%	-8%
COc1cc(CC(NC(C)=O)C(=O)NC2CCN(c3nc(OC)nc(OC)n3)CC2)cc(OC)c1 (configuration not stated)	13µM*	-3	8%	-3	11%	5.2µM*
O=C(c1ccco1)N1CCN(S(=O)(=O)c2cccc3nsnc23)CC1	3%	-5	5%	-1	-6%	11%
CC(C)CNC(=O)c1cccc(NC(=O)c2ccccc2-c2ccccc2C(=O)O)c1	7%	-1	12%	1	3%	?
CCOCCCn1c(SCC(=O)Nc2ccccc2)nc2ccccc2c1=O	?	3	5%	2	-7%	-20%
COC(=O)[C@@]12OC[C@]34[C@H]([C@@H](O)[C@@H]1O)[C@@]1(C)C(=O)C(O[C@@H]5OC(CO)[C@@H](O)[C@@H](O)[C@@H]5O)=C[C@@H](C)[C@@H]1C[C@H]3OC(=O)[C@H](OC(=O)/C=C(\C)C(C)(C)OC(C)=O)[C@@H]24 (some centres not stated)	2.6µM*	nt	nt	nt	11µM*	4.7µM*
CS(=O)(=O)NNP(=O)(NNS(C)(=O)=O)NC(=O)c1ccccc1	-1%	19	2%	8	3%	?
COc1ccc(C(=O)N/C(=C/c2ccc(Cl)cc2)C(=O)NCc2ccncc2)cc1	?	1	-5%	-2	28%	?
CC1CN(S(=O)(=O)c2cccc(C(=O)N(Cc3nnc(-c4ccccc4Cl)o3)C3CC3)c2)CC(C)O1 (configuration not stated)	?	nt	nt	nt	?	12µM*
CN1/C(=C\C=N\NC(=O)c2cccnc2)C(C)(C)c2ccccc21	0.59µM*	39	-1%	7	3%	?
Cc1ccc(C(=O)Nc2cccc(C(F)(F)F)c2)cc1Nc1cnccn1	?	-7	3%	-2	?	?
NC(=O)C1CCN(C(=O)/C=C/c2cc(Br)ccc2F)CC1	6%	-10	6%	-1	33%[activator]	?
Cc1ccc(O)c(NC(=S)NC(=O)CC(C)C)c1	91%[activator]	61*	0%	59*	-11%	81%[activator]
COc1ccc(Br)cc1-c1nc(C)c(C(C)=O)n1O	4%	-6	-10%	-1	4%	nt
O=C(COc1cccc2ccccc12)NNC(=O)Nc1ccccc1	46%[activator]	-16	-6%	-1	16%	?
CCC(C)C(=O)Nc1nc(C)c(-c2csc(Nc3cc(OC)ccc3OC)n2)s1 (configuration not stated)	2.3µM*	-12	1%	-2	?	9.3µM*
CCOC(=O)CC1C(=O)NCCN1C(=O)c1ccc(C)cc1 (configuration not stated)	1%	-5	2%	-4	12%	5%
O=S(=O)(Nc1cccc(S(=O)(=O)N2CCCCCC2)c1)c1ccccc1	29%	-3	12%	1	4%	-10%
CCOC(=O)COc1ccc(-c2nnc(-c3ccccc3)o2)cc1	13%	30	8%	-4	11%	?
CN(C)c1oc(COc2ccc(F)cc2)nc1C#N	-2%	-5	-4%	6	-5%	nt
Fc1cccc(Cl)c1/C=N/Nc1c(Cl)cncc1Cl	35%[activator]	-7	7%	-1	-20%	?
O=C(c1ccco1)N1CCN(Cc2cccc(C(F)(F)F)c2)CC1	?	-14	14%	-4	3%	14%
CCOc1ncccc1C(=O)OCC(=O)N(CC)c1ccccc1	3%	-7	5%	1	18%	14%
COc1ccccc1C(=O)N1C(CC(=O)Nc2cc(Cl)ccc2C)C(=O)NC2CCCCC21 (configuration not stated)	?	-19	-2%	0	2%	nt
O=C(Nc1cccc(-n2cnnn2)c1)c1ccc(OC(F)(F)F)cc1	0%	-11	-8%	-3	-22%	-4%
CCc1nc(SCc2ccccn2)c2c(=O)n(C)c(=O)n(C)c2n1	8%	2	3%	-2	17%	?
CCC(CC)NC(=O)CSc1ccc(S(=O)(=O)N2CCCCC2)cn1	9%	nt	nt	nt	2%	?
Cn1c(SCC(=O)N2CCN(Cc3ccccc3)CC2)nnc1-c1ccncc1	9%	-9	-8%	-2	-16%	2.9µM*
CC1(C)CN2C(c3ccc(Cl)cc3)N2C1 (configuration not stated)	nt	-11	-1%	-2	7%	-7%
O=c1c2ccccc2nc(COc2ccccc2)n1/N=C/c1cn[nH]c1-c1ccccc1	?	44*	3%	1	?	10µM*

Outcome played no part in choosing rows (roughly 24% active in at least one column).
